# M4 PAM = human M4 muscarinic receptor positive allosteric modulators, primary screen, CHO-K1 cells, Fluo-8 calcium fluorescence; Muscarinic acetylcholine receptor M4 (Homo sapiens), P08173; CHO-K1 hM4/Gqi5, ACh EC20; 0% = ACh EC20, 100% = maximal ACh; activation, % at 3 µM; 360,000 compounds, 0.4% hits;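 active means activation above its plate's cutoff, the mean activation of sample wells plus 3 SD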; further: some results filed as inactive read as strong as hits
# Target sequence (P08173 whole entry, looked up): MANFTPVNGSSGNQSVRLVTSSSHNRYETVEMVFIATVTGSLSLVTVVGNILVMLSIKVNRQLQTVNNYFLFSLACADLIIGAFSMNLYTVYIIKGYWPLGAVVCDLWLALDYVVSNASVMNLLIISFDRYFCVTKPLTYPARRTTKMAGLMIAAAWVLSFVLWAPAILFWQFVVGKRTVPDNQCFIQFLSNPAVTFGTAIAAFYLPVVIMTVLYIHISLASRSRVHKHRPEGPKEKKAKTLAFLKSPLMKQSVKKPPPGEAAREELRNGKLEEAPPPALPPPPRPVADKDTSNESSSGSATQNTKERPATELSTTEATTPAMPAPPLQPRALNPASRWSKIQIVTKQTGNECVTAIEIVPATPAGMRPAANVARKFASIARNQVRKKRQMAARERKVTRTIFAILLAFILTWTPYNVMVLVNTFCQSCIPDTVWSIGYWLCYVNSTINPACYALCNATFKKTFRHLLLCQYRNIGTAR
# M1 ag parental = counter-screen for M1 agonists: effect in parental CHO-K1 cells; 360,000 compounds, 0.48% hits; Fluo-8 calcium fluorescence; scaled to maximal ATP response, vehicle zero; activation, % at 3 µM; in the data active means activation above about 15%;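 further: untransfected CHO-K1 host cells lacking M1 receptor as counterscreen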
# CHRM4 antagonist = human M4 muscarinic receptor antagonists, primary screen, CHO cells, Fluo-8 calcium fluorescence; Muscarinic acetylcholine receptor M4 (Homo sapiens), P08173; CHO-hM4 cells, ACh EC80; inhibition, % at 3 µM; 360,000 compounds, 0.73% hits; AID 624125, 2012;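 active means inhibition above its plate's cutoff, the mean inhibition of sample wells plus 3 SD, cut at about 27% in these data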;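 further: 0% = acetylcholine EC80 with DMSO and 100% = DMSO without agonist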
# M4 ag = human M4 muscarinic receptor agonists, primary screen, CHO-K1 cells, Fluo-8 calcium fluorescence; CHO-K1 hM4/Gqi5; vehicle 0%, full acetylcholine response 100%; activation, % at 3 µM; 360,000 compounds, 0.14% hits;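 active means activation above the run mean over all test wells plus 3 SD, cut at about 32% in these data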;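 further: peak over basal fluorescence ratio per well then scaled between controls; 0% = DMSO wells and 100% = acetylcholine at EC100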
# CHRM5 antagonist = human M5 muscarinic receptor antagonists, primary screen, CHO cells, Fluo-8 calcium fluorescence; Muscarinic acetylcholine receptor M5 (Homo sapiens), P08912; CHO-hM5 cells, ACh EC80; AID 624040, 2012; inhibition, % at 3 µM; 360,000 compounds, 0.59% hits;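 active means inhibition above a per-plate cutoff, the mean of that plate's test compounds plus 3 SD, cut at about 27% in these data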;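 further: 0% = acetylcholine EC80 with DMSO and 100% = DMSO without agonist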
# Target sequence (P08912 whole entry, looked up): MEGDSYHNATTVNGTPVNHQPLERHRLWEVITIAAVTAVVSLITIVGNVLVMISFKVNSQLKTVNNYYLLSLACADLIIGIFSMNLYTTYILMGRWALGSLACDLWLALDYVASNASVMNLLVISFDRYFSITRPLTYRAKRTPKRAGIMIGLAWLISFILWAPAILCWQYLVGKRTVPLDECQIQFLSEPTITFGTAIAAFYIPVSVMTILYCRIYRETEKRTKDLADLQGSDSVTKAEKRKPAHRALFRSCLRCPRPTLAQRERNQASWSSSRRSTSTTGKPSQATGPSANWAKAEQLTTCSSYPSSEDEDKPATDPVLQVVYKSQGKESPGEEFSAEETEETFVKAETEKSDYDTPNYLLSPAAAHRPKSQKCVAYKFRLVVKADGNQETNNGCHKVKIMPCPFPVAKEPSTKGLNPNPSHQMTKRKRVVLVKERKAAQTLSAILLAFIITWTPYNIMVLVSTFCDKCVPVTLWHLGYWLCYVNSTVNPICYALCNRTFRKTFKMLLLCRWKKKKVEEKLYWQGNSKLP
# CHO-K1 Ca PAM = nonselective calcium activators in parental CHO-K1 cells, primary screen, counter-screen for M1 PAM project, cell-based, Fluo-8 calcium fluorescence, full deck, 1536-well; activation, % at 3 µM; AID 602247, 2012; 360,000 compounds, 0.02% hits; ATP EC20; 0% at ATP EC20, 100% at ATP max;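 active means activation above the run cutoff, the mean activation of all test compounds plus 3 SD, cut at about 40% in these data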;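 further: peak over basal fluorescence ratio in a 140 s read after ATP addition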
# M5 ag = human M5 muscarinic receptor agonists, primary screen, CHO-K1 cells, Fluo-8 calcium fluorescence | CHO-K1 hM5 cells; 0% DMSO wells, 100% maximal acetylcholine response | activation, % at 3 µM | 360,000 compounds, 0.19% hits | AID 624037, 2012;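 active means activation above the run's mean over test compounds plus 3 SD, cut at about 23% in these data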;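 further: signal is peak over basal fluorescence ratio across the kinetic read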
# M5 PAM = human M5 muscarinic receptor positive allosteric modulators, primary screen, CHO-K1 cells, Fluo-8 calcium fluorescence | activation, % at 3 µM | 360,000 compounds, 0.3% hits | CHO-K1 hM5, ACh EC20 PAM; 0% = ACh EC20, 100% = ACh EC100 | Muscarinic acetylcholine receptor M5 (Homo sapiens), P08912;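 active means activation above the run cutoff, the mean activation of all test compounds plus 3 SD, cut at about 18% in these data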
#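 Measured by: Fluo-8 calcium fluorescence; material: human M5 receptor in CHO-K1 cells; schedule: Post-acetylcholine fluorescence recording 140 s; benchmarks: low control EC20 acetylcholine (0%), high control EC100 acetylcholine (100%); read-out: Max/basal fluorescence ratio as % of EC20–EC100 ACh window; compound: single dose, 3 µM nominal final test concentration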
# CHO-K1 Ca antag = M1 antagonist counterscreen hit in parental CHO-K1 cells; ATP-induced calcium, Fluo-8 fluorescence; inhibition, % at 3 µM; 360,000 compounds, 0.6% hits; AID 602250;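 active means inhibition above a per-plate cutoff, the plate's mean sample inhibition plus 3 SD, cut at about 24% in these data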;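 further: 0% = DMSO plus EC80 ATP and 100% = DMSO alone without ATP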
# * hit, by the source's call.
# The opening 3 compounds, ahead of the listing:
item	Molecule	CHRM5 antagonist	M5 PAM	M4 PAM	CHO-K1 Ca antag	CHRM4 antagonist	M5 ag	M1 ag parental	M4 ag	CHO-K1 Ca PAM
1	O=C(OCC(=O)N1CCCC1)c1ccc(S(=O)(=O)Nc2ccccc2)cc1	13	-8	-13	-10	3	-1	1.7	1	0
2	COc1ccc2c(CC(=O)Nc3ccc(OC)nc3)coc2c1	4	7	2	-13	-6	2	2.4	3	17
3	CC1(C)OC(=O)C(=CNC(Cc2c[nH]c3ccccc23)C(=O)O)C(=O)O1 (stereo unspecified)	-8	5	-4	-13	3	0	1.9	1	30

# This part in full, previewed entries included:
item	Molecule	CHRM5 antagonist	M5 PAM	M4 PAM	CHO-K1 Ca antag	CHRM4 antagonist	M5 ag	M1 ag parental	M4 ag	CHO-K1 Ca PAM
1	O=C(OCC(=O)N1CCCC1)c1ccc(S(=O)(=O)Nc2ccccc2)cc1	13	-8	-13	-10	3	-1	1.7	1	0
2	COc1ccc2c(CC(=O)Nc3ccc(OC)nc3)coc2c1	4	7	2	-13	-6	2	2.4	3	17
3	CC1(C)OC(=O)C(=CNC(Cc2c[nH]c3ccccc23)C(=O)O)C(=O)O1 (stereo unspecified)	-8	5	-4	-13	3	0	1.9	1	30
4	FC(F)(F)c1ccccc1NC(=S)Nc1ccccc1	4	2	2	-11	5	-3	0.0	2	8
5	CCCN1CCN(CC(=O)Nc2nnc(CC)s2)CC1	-4	6	-3	-8	-9	3	-0.3	0	12
6	C=CCSc1nc(N)c(C#N)c(-c2ccc(C)cc2)c1C#N	0	-5	1	-3	7	-3	0.4	2	14
7	Cc1cccc(NC(=O)c2cc(-c3cccnc3)nc3c(C)cccc23)n1	1	-2	-8	1	1	3	5.7	15	11
8	O=C(NN=Cc1ccccc1C(=O)O)c1cccc(S(=O)(=O)Nc2cccc(C(F)(F)F)c2)c1	-6	3	5	-6	-5	7	-0.1	0	3
9	COc1ccc(NC(=S)NNC(=O)Cn2nc(C(F)F)cc2C(F)F)cc1	1	-2	11	0	-11	-1	0.5	3	14
10	O=C(CSc1nc2ccccc2c(=O)n1CCCN1CCOCC1)Nc1ccc2c(c1)OCO2	-2	0	-1	-1	-4	-4	1.0	2	21
11	CC1=C(C(=O)Nc2cccnc2)C(c2ccc(C(C)C)cc2)n2ncnc2N1 (stereo unspecified)	1	1	0	-14	-1	2	0.6	1	21
12	C[C@H](CO)N1C[C@H](C)[C@@H](CN(C)S(=O)(=O)c2ccc(Cl)cc2)OCc2cnnn2CCCC1=O	12	-3	0	1	9	-1	0.4	1	15

item	Molecule	CHRM5 antagonist	M5 PAM	M4 PAM	CHO-K1 Ca antag	CHRM4 antagonist	M5 ag	M1 ag parental	M4 ag	CHO-K1 Ca PAM
13	COc1ccccc1N(C)S(=O)(=O)c1ccc(C(=O)OC(C)C(=O)NCc2ccc3c(c2)OCO3)cc1 (stereo unspecified)	3	-10	-15	-5	-4	2	9.8	18	13
14	CCOC(=O)C1Nc2ccc(C)cc2C2C=CCC12 (stereo unspecified)	19	-6	-2	-1	4	0	-0.2	3	-20
15	COc1ccc(CCNCC(=O)Nc2ccc(C)c(S(=O)(=O)N(C)C)c2)cc1	1	4	-6	-10	-3	2	2.7	2	3
16	CC(C)C[C@H]1CNC(=S)N1CC1CCCN1C[C@H](CC(C)C)N1C[C@H](CC(C)C)N(CCc2ccccc2)C1=S (stereo partly specified)	2	-4	-2	0	-17	1	0.3	0	3
17	CCN(c1cccc(C(F)(F)F)c1)S(=O)(=O)c1ccc2c(c1)CCN2C(C)=O	8	-8	-8	-11	-5	-4	4.4	6	16
18	Cc1cc(NC(=O)c2c(Cl)cnn2C)no1	-6	4	4	-8	-5	0	-0.1	0	19
19	O=S(N1CCCCCC1)C12CC3CC(CC(C3)C1)C2 (stereo unspecified)	2	1	5	0	-7	2	-0.4	2	5
20	COc1ccc(NC(=O)COc2cccc(-n3cnnn3)c2)cc1Cl	-8	-4	-1	1	-8	-2	0.2	1	7
21	CCC(C)NC(=O)CSc1ncnc2sccc12 (stereo unspecified)	7	6	3	-14	14	-1	-0.5	1	16
22	COc1cc(CC(=O)Oc2ccc3c(c2)OCO3)cc(OC)c1OC	4	0	4	8	-2	-3	0.4	1	3
23	CCOC(=O)N1CCN(C(=O)c2ccc(S(=O)(=O)NCc3ccco3)cc2)CC1	2	3	4	-13	-22	3	1.2	3	15
24	Cc1ccc(C)c(Nc2cc(C)nc3ccccc23)c1	9	-2	-8	11	9	-7	1.8	6	-26

# As entered above:
# Under CHRM4 antagonist, no. 23 is listed with -22
# Under CHRM5 antagonist, no. 17 is listed with 8

# Other entries:
item	Molecule	CHRM5 antagonist	M5 PAM	M4 PAM	CHO-K1 Ca antag	CHRM4 antagonist	M5 ag	M1 ag parental	M4 ag	CHO-K1 Ca PAM
25	O=C(O)CNS(=O)(=O)c1ccc2c3c(cccc13)C(=O)N2	4	5	2	12	-4	0	0.2	0	0
26	C=CCn1c(SC)nnc1-c1cccc([N+](=O)[O-])c1	-5	4	5	-20	1	3	1.6	1	31
27	CN1CCN(CCC(=O)Nc2cccc(F)c2)CC1	-2	-1	3	-21	0	-2	0.9	2	16
28	NS(=O)(=O)c1ccc(CCNC(=O)CNC(=O)c2ccc(Oc3ccccc3)cc2)cc1	6	2	9	-8	-5	-2	-0.3	1	-7
29	CC(Oc1ccccc1Cl)C(=O)/C=C/N(C)C (stereo unspecified)	-2	4	2	-26	-3	1	5.0	9	15
30	O=C(CCN1C(=O)S/C(=C/c2ccccc2)C1=O)Nc1ccc(O)c(C(=O)O)c1	-12	4	2	-11	0	-3	0.1	1	10
31	Cc1nn(Cc2ccc(Cl)cc2Cl)c(C)c1NC(=O)Cn1nc([N+](=O)[O-])c(Cl)c1C	12	-6	2	-20	-1	-1	0.5	0	5
32	CCCCC(O)(C(NC=O)C(=O)OC)C(F)(F)F (stereo unspecified)	-5	2	6	-11	-13	-9	0.7	0	18
33	CCCn1c(SCC(=O)Nc2cc(S(=O)(=O)N3CCOCC3)ccc2Cl)n[nH]c1=O	-8	5	-2	-10	2	2	0.9	0	21
34	CCOC(=O)C1(CC2CCCCO2)CCN(Cc2ccccc2-c2ccco2)CC1 (stereo unspecified)	9	2	4	-16	-13	-4	0.6	1	19
35	O=S(=O)(Nc1ccc(Br)cc1)c1cccc2cccnc12	8	-6	-3	-17	-4	0	4.0	2	3
36	COc1ccc(C(=O)NC2CCN(CC(=O)Nc3c(C)cccc3C)CC2)cc1OC	4	5	-4	12	-14	1	-0.2	0	-22

# Six compounds out of the list above, sorted by the value under CHRM4 antagonist, highest first.
No.	Structure	CHRM5 antagonist	M5 PAM	M4 PAM	CHRM4 antagonist	M5 ag	M4 ag
7	Cc1cccc(NC(=O)c2cc(-c3cccnc3)nc3c(C)cccc23)n1	1	-2	-8	1	3	15
30	O=C(CCN1C(=O)S/C(=C/c2ccccc2)C1=O)Nc1ccc(O)c(C(=O)O)c1	-12	4	2	0	-3	1
29	CC(Oc1ccccc1Cl)C(=O)/C=C/N(C)C (stereo unspecified)	-2	4	2	-3	1	9
25	O=C(O)CNS(=O)(=O)c1ccc2c3c(cccc13)C(=O)N2	4	5	2	-4	0	0
18	Cc1cc(NC(=O)c2c(Cl)cnn2C)no1	-6	4	4	-5	0	0
9	COc1ccc(NC(=S)NNC(=O)Cn2nc(C(F)F)cc2C(F)F)cc1	1	-2	11	-11	-1	3

# Additional records follow.
item	Molecule	CHRM5 antagonist	M5 PAM	M4 PAM	CHO-K1 Ca antag	CHRM4 antagonist	M5 ag	M1 ag parental	M4 ag	CHO-K1 Ca PAM
37	CC12CCC(=O)N1C(C(=O)NCCN1C(=O)S/C(=C\c3ccccc3Cl)C1=O)CS2 (stereo unspecified)	8	-2	4	-12	-5	-1	5.7	8	12
38	Cc1ccc(N2C(=O)c3cccc4c(Oc5ccccc5[N+](=O)[O-])ccc(c34)C2=O)c(C)c1	1	-7	-1	-4	6	-2	0.5	1	13
39	CCc1nc(SCc2ccccc2C)n[nH]1	8	5	0	-8	-5	-2	0.0	-1	10
40	CC(=O)c1cnn(-c2c(Cl)cc(Cl)cc2Cl)c1C	1	11	-1	11	1	-2	0.3	3	-21
41	CCCCC(=O)Nc1ccc(C(=O)c2ccccc2)cc1	-4	-1	12	8	0	-3	0.5	2	-3
42	O=C(Cc1cccs1)N/N=C/C=C/c1ccccc1[N+](=O)[O-]	8	0	-5	-7	5	1	0.8	3	17
43	COc1ccc(NC(=O)c2cccnc2N2CCCC2)cc1	3	-7	-3	-24	2	2	-0.3	0	3
44	CCOC(=O)N1CCN(CCC(=O)Nc2cc(OC)ccc2OC)CC1	-1	6	5	-8	-4	0	0.2	3	18
45	Fc1ccccc1OCCCCN1CCCCC1	2	6	-8	-17	0	-16	1.3	1	33
46	CCC(C)(C)n1nnnc1C(c1ccc(C)cc1)N1CCC(C)CC1 (stereo unspecified)	6	-9	-2	-23	-10	-5	-0.1	-2	22
47	O=C(O)/C=C/C(=O)Nc1ccc(Cc2ccc(NC(=O)/C=C/C(=O)O)cc2)cc1	8	2	3	-2	12	5	0.4	1	-7
48	O=S(=O)(c1ccc(S(=O)(=O)n2cnc3ccccc32)cc1)N1CCCCCC1	3	-1	-2	6	5	3	-0.1	0	-3

item	Molecule	CHRM5 antagonist	M5 PAM	M4 PAM	CHO-K1 Ca antag	CHRM4 antagonist	M5 ag	M1 ag parental	M4 ag	CHO-K1 Ca PAM
49	COc1ccccc1N(CC(=O)N/N=C(\C)c1cccc(Br)c1)S(C)(=O)=O	8	-8	8	-8	3	-1	0.2	1	13
50	COCCCn1c(=O)/c(=C\c2ccccc2OC(C)C)s/c1=C(/C#N)C(=O)Nc1ccc(C(=O)O)cc1	13	-2	-2	-13	-6	-5	0.7	3	11
51	CCC(=O)N(Cc1ccc(S(N)(=O)=O)cc1)C1CC(=O)N(c2ccc(OC)cc2)C1=O (stereo unspecified)	7	6	7	8	6	-2	-0.1	1	-10
52	O=C(O)C1CCCCC1C(=O)Nc1ccc(OCc2ccccc2)cc1 (stereo unspecified)	2	8	-3	-6	2	-4	0.3	0	8
53	Cc1cccc(N(CC(=O)NC(C)(C)C)C(=O)CS(=O)CC(=O)Nc2ccc3c(c2)OCO3)c1 (stereo unspecified)	6	2	2	-16	4	-1	0.7	1	25
54	Cc1ccnc(NC(=O)C(Cc2ccccc2)NC(=O)c2ccccc2)c1 (stereo unspecified)	0	-5	0	3	3	0	0.8	7	-3
55	c1ccc(-c2nnc(-c3ccccc3)o2)cc1	6	1	4	-13	-9	-1	0.1	1	12
56	CCCCc1ncc(CN2CCC(CC3CCCCO3)(C(=O)OCC)CC2)[nH]1 (stereo unspecified)	9	-9	-8	10	10	-17	0.1	1	-13

# Screens as filed in PubChem.
